Compound activity (PubChem)
CIT2 TOR yeast – modulators of TOR pathway CIT2-GFP in S. cerevisiae | S. cerevisiae CIT2-GFP strain, flow cytometry, 3 h; 100 means same as DMSO wells | hit rate 0.065% among 320,000 | AID 2029 | GFP response vs DMSO, % at 10 µM;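 active = GFP response relative to DMSO above a set limit, near the screen mean plus 3 SD, cut at about 150% in these data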;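 also: ratio of well median GFP fluorescence to mean of DMSO wells on the plate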
RPL19A TOR yeast – alters RPL19A-GFP fluorescence in TOR pathway yeast screen | AID 2025 | hit rate 0.3% among 330,000 | percent response vs DMSO, % at 10 µM | S. cerevisiae RPL19A-GFP strain, flow cytometry, 3 h; hits give low values;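 active = percent response vs DMSO below 50%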;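 also: median channel GFP fluorescence of the barcoded RPL19A-GFP strain; ratio of sample median GFP to plate DMSO average so 100% = DMSO; lower means less RPL19A-GFP as with rapamycin TOR inhibition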
CR mimetic SO – yeast age-related superoxide inhibition as caloric restriction mimetic; S. cerevisiae aged cells, superoxide DHE fluorescence; hits give low values; superoxide response (% of plate mean), % at 10 µM; hit rate 0.18% among 330,000; AID 2690;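 active = superoxide response under a set limit, about three screen SD below normal, cut at about 65% in these data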;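 also: yeast aged for seven days with compound at 30 °C before DHE staining; 100% = average MFI of all compound-treated wells on the plate with controls excluded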
VLA-4 inh – inhibition in a human VLA-4 binding assay | hit rate 0.2% among 330,000 | P13612 | VLA-4 expressing cells, ligand binding flow cytometry | inhibition, % (about 7 µM as worked out from the volumes in the protocol); in the data active = inhibition above about 50%
Target sequence (P13612 whole entry, looked up): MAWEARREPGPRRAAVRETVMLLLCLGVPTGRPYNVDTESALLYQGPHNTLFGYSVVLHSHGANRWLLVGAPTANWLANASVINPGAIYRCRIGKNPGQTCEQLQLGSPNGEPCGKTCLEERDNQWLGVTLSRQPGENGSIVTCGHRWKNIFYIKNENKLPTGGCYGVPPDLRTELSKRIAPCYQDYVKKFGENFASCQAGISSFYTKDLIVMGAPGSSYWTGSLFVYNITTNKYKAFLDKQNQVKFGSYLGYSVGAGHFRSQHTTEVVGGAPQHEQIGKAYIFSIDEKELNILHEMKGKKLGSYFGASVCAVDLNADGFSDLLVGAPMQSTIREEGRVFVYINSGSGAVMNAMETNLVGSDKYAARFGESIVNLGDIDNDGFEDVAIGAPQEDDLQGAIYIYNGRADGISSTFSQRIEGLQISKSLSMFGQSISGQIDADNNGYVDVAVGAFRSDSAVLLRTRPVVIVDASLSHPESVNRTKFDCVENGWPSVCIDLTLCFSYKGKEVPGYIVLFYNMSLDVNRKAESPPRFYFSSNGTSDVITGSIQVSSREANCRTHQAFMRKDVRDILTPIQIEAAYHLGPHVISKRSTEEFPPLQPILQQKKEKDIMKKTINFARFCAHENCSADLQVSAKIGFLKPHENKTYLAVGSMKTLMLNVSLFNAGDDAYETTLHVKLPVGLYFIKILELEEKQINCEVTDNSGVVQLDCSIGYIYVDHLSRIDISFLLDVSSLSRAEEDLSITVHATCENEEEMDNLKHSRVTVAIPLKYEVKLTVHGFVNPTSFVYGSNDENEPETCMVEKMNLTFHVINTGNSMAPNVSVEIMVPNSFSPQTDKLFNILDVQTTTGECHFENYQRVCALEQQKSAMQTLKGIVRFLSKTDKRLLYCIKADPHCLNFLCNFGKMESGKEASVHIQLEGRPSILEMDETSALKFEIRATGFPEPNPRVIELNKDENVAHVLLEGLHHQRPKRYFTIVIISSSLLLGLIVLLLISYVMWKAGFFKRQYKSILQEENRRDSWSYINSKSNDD
LAP4 TOR yeast – yeast TOR pathway LAP4-GFP modulation | S. cerevisiae LAP4-GFP multiplex, flow cytometry GFP, 3 h; median GFP as percent of DMSO wells | hit rate 0.34% among 320,000 | AID 2023 | GFP response vs DMSO, % at 10 µM;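 active = GFP response vs DMSO above a set limit, about the screen mean plus 3 SD, cut at about 150% in these data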
MEP2-GFP yeast – yeast TOR pathway MEP2-GFP modulation. S. cerevisiae MEP2-GFP strain, flow cytometry GFP, 3 h; 100% = DMSO control level. GFP response vs DMSO, % at 10 µM. hit rate 0.51% among 330,000. AID 2016;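 active = GFP response versus DMSO above a set limit, roughly screen mean plus 3 SD, cut at about 180% in these data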;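 also: median GFP fluorescence of the barcode-gated MEP2-GFP cells per well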
GRK2 inh – blocks RNA aptamer binding to human GRK2; inhibition of aptamer binding, % at 10 µM; bead flow cytometry, FAM-aptamer displacement from GRK2; hit rate 0.59% among 330,000; P25098;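 active = inhibition of aptamer binding above 40%, roughly 3 SD of noise, on plates passing a quality check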;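 also: median bead fluorescence of bound FAM aptamer so fluorescent compounds give negative values; no value below 0 was filed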
AGP1 TOR yeast – alters AGP1-GFP fluorescence in TOR pathway yeast screen; S. cerevisiae AGP1-GFP multiplex flow cytometry, 3 h; GFP as percent of DMSO wells; GFP response vs DMSO, % at 10 µM; hit rate 0.02% among 320,000;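 active = GFP response relative to DMSO above a set limit, near screen average plus 3 SD, cut at about 150% in these data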;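 also: median GFP channel fluorescence of the gated AGP1 strain per well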
Starred values were filed as active, the others as inactive; · = not tested or not shown.

SMILES	CIT2 TOR yeast	RPL19A TOR yeast	CR mimetic SO	VLA-4 inh	LAP4 TOR yeast	MEP2-GFP yeast	GRK2 inh	AGP1 TOR yeast
COc1ccc(CCC(=O)OCC(=O)Nc2ccccc2OC(F)F)cc1OC	97	105	95	4	104	108	8	98
CC(C)N1CN=C(Nc2nc3ccccc3o2)NC1	112	104	85	19	101	110	4	106
Clc1ccc(Cc2ccc(SCc3ccccc3)nn2)c(Cl)c1	89	88	85	4	90	97	1	87
COc1ccc(C2=Nn3c(nnc3-c3ccccc3)SC2)cc1OC	75	89	106	-8	83	97	0	88
O=C(NNS(=O)(=O)c1ccc(Cl)cc1)C1CCN(Cc2ccccc2)CC1	99	102	112	1	101	104	0	100
Cc1cc(C)n(-c2ccc(Cl)c(C(=O)NCc3ccccc3)n2)n1	89	102	78	-12	108	107	3	102
Cc1ccc(C)c(N2CCN(c3cnn(-c4nc5ccccc5s4)c(=O)c3Cl)CC2)c1	97	106	123	10	102	97	0	103
CC(=O)c1ccc(NC(=S)N2c3ccccc3CC2C)cc1 (stereo not drawn)	87	88	98	-5	101	84	0	92
COc1ccccc1C1(O)CCN(CC(=O)Nc2nc(-c3ccccc3)cs2)CC1	96	97	90	3	95	98	1	99
COc1cc(C2c3cc4c(cc3C(OC3OC5COC(c6cccs6)OC5C(O)C3O)C3COC(=O)C23)OCO4)cc(OC)c1O (stereo not drawn)	92	99	102	5	104	101	0	99
COc1ccc(S(=O)(=O)NCc2cccnc2)cc1NC(=O)c1ccc(C)cc1	92	97	94	-15	102	102	7	96
ClC(=C\c1ccccc1)/C=N/N1CCN(c2ccccn2)CC1	89	95	105	17	99	105	0	87
COCCN(C(=O)CSc1ncn[nH]1)c1c(N)n(Cc2ccccc2)c(=O)[nH]c1=O	105	104	101	3	102	108	2	109
COc1ccc(C)cc1NC(=O)CNC(=O)Cn1ccc2ccccc2c1=O	106	103	92	-7	106	103	5	109
COc1ccc(OC)c(C(=O)CC2OC(=O)c3ccccc32)c1 (stereo not drawn)	·	96	109	14	92	96	13	93
CC(Oc1ccccc1F)c1nnc(SCC(=O)Nc2ccc(N3CCOCC3)cc2)o1 (stereo not drawn)	99	97	90	15	98	98	4	97
O=c1c2ccccc2nnn1CSc1nnc2sc3ccccc3n12	101	100	95	-11	100	103	0	103
CN1C(=O)NC(c2ccc(O)cc2)C2=C1CN(c1ccc(O)cc1)C2=O (stereo not drawn)	93	98	91	17	118	103	0	95
CCC(NC(=O)Cc1c(C)c2c(cc(C)c3c(C)c(C)oc32)oc1=O)C(=O)O (stereo not drawn)	94	96	106	25	100	105	1	93
O=C(CCn1nc(-c2ccc(F)cc2)ccc1=O)NCc1ccccc1	110	102	97	-11	109	116	1	112
CN(CC(=O)Nc1cccnc1)S(=O)(=O)c1ccccc1	96	98	94	1	103	96	1	104
O=C(c1cccc(S(=O)(=O)N2CCN(c3ccc(F)cc3)CC2)c1)N1CCCC1	105	98	89	0	94	108	0	100
O=S(=O)(NCc1cccs1)c1ccc(Br)cc1	103	104	93	-4	98	106	4	104
Cc1cccc(NC(=O)CNC(=O)CCNC(=O)c2ccc(C(C)(C)C)cc2)c1C	89	94	90	3	93	97	0	94
O=c1[nH]c(/C=C\c2cccs2)nc(O)c1[N+](=O)[O-]	111	108	92	41	102	102	1	119
(more compounds)
SMILES	CIT2 TOR yeast	RPL19A TOR yeast	CR mimetic SO	VLA-4 inh	LAP4 TOR yeast	MEP2-GFP yeast	GRK2 inh	AGP1 TOR yeast
Fc1ccc(NC(=S)NC2CCN(Cc3ccccc3)CC2)cc1	92	93	115	6	103	87	0	95
Cn1c(CCN2CCCCCC2)nc2cc(NC(=O)Nc3ccccc3)ccc21	96	96	87	-13	97	96	0	98
CC1CCN(CC(=O)Nc2nccs2)CC1	116	106	96	3	83	104	1	111
Clc1ccc(COn2c(-c3ccccc3)nc3ccccc32)cc1	84	99	104	-21	110	122	2	117
O=C(Nc1ccccc1)C1C(c2ccccc2)C1(Cl)Cl (stereo not drawn)	91	104	93	11	118	102	16	96
O=C(O)CCC/C=C\C[C@@H]1[C@@H](/C=C/[C@@H](O)COc2cccc(Cl)c2)[C@H](O)C[C@@H]1O	107	100	99	-5	102	92	1	92
O=C(N/N=C/c1cccc([N+](=O)[O-])c1)c1cc(-c2ccccc2)nc2ccccc12	98	99	103	2	93	103	0	91
O=C(COC(=O)CNS(=O)(=O)c1cc(C(F)(F)F)ccc1Cl)NC1CC1	116	100	79	-13	98	106	3	103
COc1ccc(NC(=O)N2CCc3ccccc3C2)cc1OC	87	107	73	6	70	101	1	93
CCCNC(=O)COC(=O)c1ccc(OCC(=O)Nc2ccccc2OC)c(OC)c1	105	102	99	-5	97	100	0	109
COc1ccccc1N1CCN(S(=O)(=O)c2ccc3c(c2)NC(=O)C(C)C(=O)N3)CC1 (stereo not drawn)	107	94	89	9	95	94	2	101
Cc1ccc2c(=O)cc(C(=O)NCc3ccccc3)oc2c1C	112	103	119	-3	97	106	1	100
COc1cccc(CNc2nnnn2C)c1	106	87	108	13	105	114	1	105
CCOc1ccc(-n2c(SCC(N)=O)nc3c(c2=O)SCC3)cc1	103	95	87	-22	118	101	0	105
CCN(CC)c1nc2ccccc2[nH]1	106	104	92	-1	101	103	0	107
Cc1ccc(C(=O)NCCNS(=O)(=O)c2ccccc2[N+](=O)[O-])cc1	95	102	117	0	90	105	1	93
Cc1ccccc1NC(=O)CSc1nnc(NC(=O)C2CC2)s1	104	101	108	3	94	99	0	96
COc1ccc(-c2n[nH]c(=S)n2-c2cc(OC)ccc2OC)cc1	107	102	107	5	108	101	0	108
CC(C)C(=O)Nc1ccc2c(c1)oc1ccccc12	·	91	89	15	125	85	0	86
CCC(CC)NC(=O)c1cccc(NC(=O)C(C)C)c1	102	101	79	0	88	102	5	98
CN(C)C(=O)CSc1cccc2cccnc12	100	98	102	0	112	91	0	97
COc1ccc(Cl)cc1C(=O)NNC(=O)c1n[nH]c2ccccc12	92	106	97	-4	108	101	7	107
C/C(=N\NC(=O)Cn1c(C)nc2ccccc21)c1cccs1	108	98	87	13	92	102	5	99
O=C(O)c1ccc2c(c1)ncn2C1CCCCC1	97	99	96	-9	99	102	0	103
Cc1cc(OCC(=O)OCC(=O)N(C)c2c(N)n(Cc3ccccc3)c(=O)[nH]c2=O)ccc1Cl	104	103	104	2	114	106	1	115
(further entries)
SMILES	CIT2 TOR yeast	RPL19A TOR yeast	CR mimetic SO	VLA-4 inh	LAP4 TOR yeast	MEP2-GFP yeast	GRK2 inh	AGP1 TOR yeast
COC(=O)c1cscc1S(=O)(=O)Cc1ccccc1	108	104	95	0	93	108	·	96
CN(CC(=O)Nc1ccc(N2CCOCC2)cc1)Cc1cc(=O)n2ccsc2n1	96	104	108	5	94	107	0	96
Cn1nc(C(=O)Nc2ccc(S(=O)(=O)N3CCCCC3)cc2)c2ccccc2c1=O	107	100	107	-19	111	101	0	110
CN(C(=O)c1ccnn1C)C1CCCN(Cc2ccccc2F)C1 (stereo not drawn)	99	110	108	19	90	105	1	98
Clc1ccc(-c2cnc3ccccc3n2)cc1	96	100	102	2	86	100	2	92
O=C(OC(C(=O)Nc1cccc(C(F)(F)F)c1)c1ccccc1)C1CCCCC1 (stereo not drawn)	96	100	98	1	108	105	0	106
CCc1ccccc1NC(=O)c1cccc(NC(=O)/C=C/c2ccco2)c1	106	106	114	3	106	110	0	106
Cc1ccc(Nc2nc(N)c([N+](=O)[O-])c(NCc3ccco3)n2)cc1C	98	106	107	-17	105	109	8	92
O=C(COc1ccc(Cl)cc1Cl)N1CCN(C(=O)c2ccco2)CC1	98	103	112	-4	99	99	0	99
Oc1ccc2[nH]cnc2c1CN1CCCCC1	99	90	99	-9	99	99	3	92
Cc1nn(Cc2ccccc2Cl)c2sc(C(=O)NCc3ccc4c(c3)OCO4)cc12	102	102	90	-15	103	101	0	100
O=C(Cn1c(=O)c(=O)n(Cc2ccccc2)c2ccc(Cl)cc21)Nc1cccc(F)c1	93	105	111	·	100	109	1	94
COc1cc(OC)c(Cl)cc1N	95	95	134	-5	99	95	0	96
OC(CN1CCNCC1)Cn1c2ccccc2c2ccccc21 (stereo not drawn)	99	103	102	7	87	105	0	96
Nc1nonc1-n1nnc(C(=O)N/N=C/c2ccco2)c1CSc1ccccc1	94	94	120	-4	86	95	0	89
CC(=O)c1ccc(C(=O)N2CCCC(Nc3ccccc3)C2)s1 (stereo not drawn)	102	103	108	17	107	105	7	101
COc1ccc(OCC(=O)N/N=C/c2cccc3cccnc23)cc1	107	111	101	10	131	168	6	107
O=c1n(-c2ccccc2)c(=O)n2n1CCCC2	102	96	94	23	97	101	2	100
CCOc1ccc(C(=O)c2ccc([N+](=O)[O-])cc2Cl)cc1	83	89	102	10	99	91	0	87
CCN(CC(=O)Nc1ccc(NC(C)=O)cc1)C(=O)Cc1c(Cl)cccc1Cl	99	103	114	11	91	97	2	101
NS(=O)(=O)c1ccc(CCNC(=O)C2CCCCC2)cc1	103	100	83	-44	98	104	1	107
CCOc1cccc(CN(CC)CC2CCCN(CCc3cccc(OC)c3)C2)c1O (stereo not drawn)	103	103	96	1	91	110	1	100
C[n+]1ccccc1/C=C/c1ccc(F)c(F)c1	103	99	98	10	92	104	0	101
COc1ccc(CCn2c(=S)[nH]c3ccc(N4CCOCC4)cc3c2=O)cc1OC	96	97	98	-8	93	102	1	100
C=CCSc1nc2c(c(=O)[nH]1)C(C(C)C)C(C#N)=C(N)O2 (stereo not drawn)	109	101	92	-27	100	102	2	105
Next part
SMILES	CIT2 TOR yeast	RPL19A TOR yeast	CR mimetic SO	VLA-4 inh	LAP4 TOR yeast	MEP2-GFP yeast	GRK2 inh	AGP1 TOR yeast
O=C1CCc2cc(S(=O)(=O)N3CCCC3C(=O)NC3CCCCCCC3)ccc2N1 (stereo not drawn)	93	96	101	-1	99	96	1	92
Cc1cccc(C)c1NS(=O)(=O)c1ccc2c(c1)NC(=O)CO2	97	95	100	6	97	102	1	100
C=C(C)COc1ccc2c(CC)cc(=O)oc2c1	75	89	112	8	110	88	1	80
Cc1nnc(SCC(=O)Nc2ccccc2)n(N)c1=O	86	93	99	16	85	90	0	87
O=[N+]([O-])c1ccccc1CSc1ccccn1	87	94	88	2	105	96	2	93
COc1ccc(Cl)cc1C(=O)N1CCN(c2ccccn2)CC1	110	104	87	5	112	111	0	103
CCCN(CC(=O)Nc1ccccc1C)C(=O)C1CCN(c2ncnc3sc(C)c(C)c23)CC1	110	102	104	2	106	95	0	107
Cn1cc(CN2CCc3sccc3C2)c(-c2ccccc2F)n1	94	96	99	0	97	100	0	100
O=C(Nc1ccc(Cl)cc1)N1CCSC1=NCc1ccccc1	103	97	114	2	112	101	1	114
Nc1ccccc1C(=O)NCC1(c2ccccc2)CCCC1	107	106	101	-1	99	101	2	103
